V-ATPase pHluor: regulators of yeast V-ATPase proton pumping, primary screen, pHLuorin cytosolic pH fluorescence; S. cerevisiae; response, % at 10 µM; actives 0.37% (n = 350,000); in the data active means response mostly above about 7.3%, no sharp cut-off; inactive means mostly below about 5.4%; further: actives read high; inactives centre near 0; some compounds called inactive have numbers as strong as hits; reference of the scale not given here
Wnt bcat act: Wnt/beta-catenin pathway activators, primary screen, cell-based, plate reader, single point; AID 743398, 2014; Wnt/beta-catenin reporter cell assay, activator; activation, % at 9.35 µM; actives 1.2% (n = 300,000); in the data active means activation above about 30%, passing the limit was not always enough;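 further: 0% = neutral control wells and 100% = positive control wells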
cardiac RTF act: cardiac RTF calcium sensitivity activators, primary screen, biochemical, IANBD-TnC fluorescence, EC20 calcium; IANBD-labeled TnC RTF fluorescence at EC20 calcium; 0% EC20 calcium, 100% full calcium; actives 0.24% (n = 340,000); Troponin I, cardiac muscle (Homo sapiens) + Troponin T, cardiac muscle (Homo sapiens) + …; activation, % at 7.2 µM;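 active means activation above the mean over all tested compounds plus 3 SD, cut at about 30% in these data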;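 further: rise in fluorescence read as greater calcium sensitivity of cardiac thin filaments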
Arrestin-AP2 inh: inhibitors of beta-arrestin/AP2 binding, primary screen, biochemical, GPCR trafficking, flow cytometry | beta-arrestin 1 C-terminal peptide binding to AP2 beta2-adaptin appendage (human) | FITC-arrestin peptide / GST-AP2 beads; AP2 beta2 appendage carries R879A mutation | inhibition, % at 10 µM | actives 0.31% (n = 340,000) | AID 504490, 2011;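 active means inhibition above a set limit, near 3 SD of compounds lacking own fluorescence, cut at about 54% in these data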;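 further: plate controls were DMSO wells for no effect and 5 µM unlabelled arrestin peptide for full effect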
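System: GST-tagged AP2 beta2-adaptin appendage (R879A) on 4 µm glutathione beads / Reagent: FITC-arrestin peptide, 50 nM / Detection: HyperCyt-sampled flow cytometry, FL1 channel, ex 488/em 535 nm / Timing: 12 min plus 1 h, RT / Buffer or medium: PBS plus Tween 20 (0.05%) and BSA (0.1%)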
MOR-DOR ag: agonists of OPRM1-OPRD1 heterodimerization, primary screen, cell-based, luminescence. Mu-type opioid receptor (Homo sapiens) + Delta-type opioid receptor (Homo sapiens), …. cells. activation, % at 9.3 µM. actives 0.3% (n = 340,000). AID 504326, 2011; in the data active means activation above about 18%;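 further: 0% = vehicle-treated cells and 100% = reference agonist; values of inactives mirror those of a sister screen read the other way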
OPRM1-OPRD1 inv: inverse agonists of MOR-DOR heterodimerization, primary screen, cell-based, luminescence. cell-based MOR-DOR heterodimer luminescence, inverse agonism. actives 0.21% (n = 340,000). inhibition, % at 9.3 µM; in the data active means inhibition above about 22%, passing the limit was not always enough;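 further: 0% = cells with DMSO and 100% = wells without cells with DMSO; values of inactives mirror those of a sister screen read the other way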
C-LANA FP: inhibitors of KSHV C-LANA binding to DNA, primary screen, biochemical, fluorescence polarization, FAM-LBS DNA, MBP-C-LANA, single point; inhibition, % at 9 µM; actives 0.078% (n = 340,000);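 active means highest replicate inhibition at or above 60% at 9 µM, even if other replicates fall short; inactive means all replicates below 60% inhibition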;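 further: 0% = neutral control wells and 100% = 4 µM acridine orange control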
Keap1 Nrf2 FP: Keap1-Nrf2 protein-protein interaction inhibitors, primary screen, biochemical, fluorescence polarization, single point; Kelch-like ECH-associated protein 1 (Homo sapiens), Q14145; Keap1 Kelch-Nrf2 peptide fluorescence polarization, 1536-well; inhibition, % at 9.4 µM; actives 0.15% (n = 340,000); AID 504523, 2011; in the data active means inhibition above about 12%;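 further: human Keap1 Kelch domain with fluorescein labeled Nrf2 9mer peptide probe; 0% = neutral control wells and 100% = peptide positive control; higher means more block of Keap1 binding to Nrf2 peptide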
Cardiac RTF inh: cardiac RTF calcium sensitivity inhibitors, primary screen, biochemical, IANBD-TnC fluorescence, EC70 calcium. Troponin I, cardiac muscle (Homo sapiens) + Troponin T, cardiac muscle (Homo sapiens) + …. IANBD-labeled cardiac RTF, Ca2+ fluorescence. inhibition, % at 7.15 µM. actives 0.12% (n = 340,000);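 active means inhibition above the mean inhibition of all tested compounds plus 3 SD, cut at about 17% in these data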;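 further: assay run at fixed EC70 calcium of 1.6 mM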
Pemphigus Ab inh: inhibitors of pemphigus antibody binding to DSG3, primary screen, biochemical, bead-based, flow cytometry, scFv-GFP; Desmoglein-3 (Homo sapiens), P32926; DSG3-coupled beads, scFv-anti-DSG3-GFP binding; active compounds read low; binding (percent of control), % at 10 µM; actives 0.48% (n = 310,000); AID 588358, 2011;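 active means binding more than 3 SD below its plate's average and above zero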;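 further: hits lower antibody fragment binding to DSG3; some compounds called inactive have numbers as strong as hits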
Target sequence (P32926 whole entry, looked up, the tested form may be a part): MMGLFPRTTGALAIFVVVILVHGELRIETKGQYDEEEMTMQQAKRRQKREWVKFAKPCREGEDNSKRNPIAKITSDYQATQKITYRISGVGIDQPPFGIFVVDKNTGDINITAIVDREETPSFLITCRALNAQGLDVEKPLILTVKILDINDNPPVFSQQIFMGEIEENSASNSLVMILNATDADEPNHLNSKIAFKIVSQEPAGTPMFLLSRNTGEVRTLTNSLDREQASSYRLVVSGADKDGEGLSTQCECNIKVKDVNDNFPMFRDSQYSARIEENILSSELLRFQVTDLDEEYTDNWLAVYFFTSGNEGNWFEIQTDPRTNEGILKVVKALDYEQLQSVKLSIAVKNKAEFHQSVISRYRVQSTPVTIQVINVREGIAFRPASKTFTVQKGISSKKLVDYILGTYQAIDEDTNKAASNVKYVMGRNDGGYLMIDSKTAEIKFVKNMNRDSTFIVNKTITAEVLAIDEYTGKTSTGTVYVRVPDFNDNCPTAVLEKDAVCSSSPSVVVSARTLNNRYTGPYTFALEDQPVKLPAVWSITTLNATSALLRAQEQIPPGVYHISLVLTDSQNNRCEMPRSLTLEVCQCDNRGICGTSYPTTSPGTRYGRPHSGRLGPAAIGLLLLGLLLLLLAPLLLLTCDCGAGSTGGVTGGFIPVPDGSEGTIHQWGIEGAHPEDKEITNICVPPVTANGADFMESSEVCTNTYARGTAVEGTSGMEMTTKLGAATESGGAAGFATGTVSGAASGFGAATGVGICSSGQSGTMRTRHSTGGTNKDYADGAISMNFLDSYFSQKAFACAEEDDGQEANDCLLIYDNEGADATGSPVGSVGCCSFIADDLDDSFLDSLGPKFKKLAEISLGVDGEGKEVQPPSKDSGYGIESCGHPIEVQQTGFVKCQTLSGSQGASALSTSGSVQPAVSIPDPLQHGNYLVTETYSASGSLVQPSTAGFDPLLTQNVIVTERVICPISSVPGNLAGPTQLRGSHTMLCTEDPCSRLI
Numbers without * were called inactive; . = not tested or not shown.

The opening three compounds (preview)
Every second line gives: V-ATPase pHluor	Wnt bcat act	cardiac RTF act	Arrestin-AP2 inh	MOR-DOR ag	OPRM1-OPRD1 inv	C-LANA FP	Keap1 Nrf2 FP	Cardiac RTF inh	Pemphigus Ab inh
- Cc1ccccc1N1C(=O)c2ccccc2NC1c1ccncc1 (centres undefined)
  -3	.	0	40	-0.3	2	-1.9	-1	0	104
- COC(=O)CCn1nc(-c2ccc(Cl)cc2)c2ccccc2c1=O
  -2	0	0	11	0.8	-6	-0.8	0	10	88
- CCOC(=O)C1CCCN(C2CC(=O)N(c3ccc(NC(C)=O)cc3)C2=O)C1 (centres undefined)
  -4	-1	-1	-7	-3.2	16	0.1	-1	2	101

Results, from the first entry:
Every second line gives: V-ATPase pHluor	Wnt bcat act	cardiac RTF act	Arrestin-AP2 inh	MOR-DOR ag	OPRM1-OPRD1 inv	C-LANA FP	Keap1 Nrf2 FP	Cardiac RTF inh	Pemphigus Ab inh
- Cc1ccccc1N1C(=O)c2ccccc2NC1c1ccncc1 (centres undefined)
  -3	.	0	40	-0.3	2	-1.9	-1	0	104
- COC(=O)CCn1nc(-c2ccc(Cl)cc2)c2ccccc2c1=O
  -2	0	0	11	0.8	-6	-0.8	0	10	88
- CCOC(=O)C1CCCN(C2CC(=O)N(c3ccc(NC(C)=O)cc3)C2=O)C1 (centres undefined)
  -4	-1	-1	-7	-3.2	16	0.1	-1	2	101
- Cc1ccc(-c2c[nH]c(=S)n2-c2ccccc2)cc1
  -2	-2	-2	-8	-2.3	12	0.2	-2	-7	101
- c1ccc(C[C@H]2CNCCN2CCC23CC4CC(CC(C4)C2)C3)cc1
  -10	.	1	2	4.4	-24	-0.2	-4	-9	110
- Cc1cccn2c(=O)nc(SCC(=O)N3CCCCC3)nc12
  -7	-2	-2	24	-1.2	7	-0.1	-1	-7	96
- S=c1[nH]nc(COc2ccc(Cl)cc2)n1-c1ccccc1
  0	0	1	-9	-1.0	6	0.0	-5	1	111
- O=C(Oc1ccc(Cl)cc1N1C(=O)CCC1=O)c1ccco1
  2	-5	1	-2	-3.0	17	-0.7	-6	-12	100
- O=C(NCCc1ccccc1)C1(c2ccccc2)CC1(Cl)Cl (centres undefined)
  2	-1	0	14	-1.4	8	-0.2	0	4	.
- Cc1ccc(-c2nn3c(C)nnc3s2)cc1NC(=O)COc1ccc(Cl)cc1
  2	-1	9	2	-0.5	3	-1.3	-5	-5	98
- O=C(O)c1cccc2c1C(=O)c1ccc(-c3ccc(OC(F)(F)F)cc3)cc1S2(=O)=O
  -1	3	2	4	-3.2	15	0.4	-2	10	100
- O=C(NCCNC1CCCCC1)c1ccco1
  6	-1	2	-5	2.9	-24	-1.4	0	2	118
- CCOc1ccc2[nH]c(=O)c(CN(Cc3ccc(F)cc3)C(=O)c3ccco3)cc2c1
  0	.	5	12	0.0	0	-1.5	-8	-8	103
- O=c1[nH]c(SCc2ccc(Cl)cc2)nc2[nH]ncc12
  -26	18	-6	0	-1.2	6	0.9	-5	-22	104
- CC(Sc1ccc(S(=O)(=O)N(C)C)cn1)C(=O)NC1CCCC1 (centres undefined)
  -2	0	-5	2	0.9	-4	-1.4	3	-3	104
- Cc1ccnc(NC(=O)c2ccc3c(c2)S(=O)(=O)c2ccccc2C3=O)c1
  0	-4	-2	-8	2.2	-12	-0.1	2	-4	94
- CN(c1ccc(OCC(=O)OCC(=O)NCc2ccco2)cc1)S(=O)(=O)c1ccc2ccccc2c1
  1	1	0	7	-1.2	6	-0.3	1	9	100
- c1ccc(Cn2c(CNc3nc4ccccc4n3CCN3CCOCC3)nc3ccccc32)cc1
  1	.	1	3	.	.	-1.3	0	-2	100
- CCOC(=O)c1nncc(-c2ccccc2)n1
  5	-2	-2	7	-1.6	9	-1.8	0	-16	102
- CCc1cc(C(=O)N/N=C/c2ccc(O)cc2)c2ccccc2n1
  -1	-3	-1	2	-5.2	28	-0.3	5	3	107
- COc1cccc2c1NC(C(=O)O)C1CC=CC21 (centres undefined)
  1	.	-36	8	1.7	-12	58	1	19*	13*
- O=c1[nH]c(CSc2nc3ccccc3s2)nc2ccccc12
  0	28	-1	1	-1.0	5	0.3	-1	13	102
- Cc1ccc(C(O)c2nc3ccccc3n2C)cc1 (centres undefined)
  1	-1	-5	3	-2.0	9	1.1	1	-4	90
- C/C(=N\Nc1nc2ccccc2s1)c1ccc2c(c1)OCO2
  -2	27	-2	13	2.6	-13	0.3	0	-6	99
- CC(=O)Oc1ccc(C(=O)NCc2ccco2)cc1
  3	1	-3	-7	-1.7	8	0.2	-3	-6	103
- O=C(N/N=C/c1ccc(O)cc1)c1nc(-c2ccccc2)n(-c2ccccc2)n1
  0	-3	5	8	-0.6	3	2.0	-6	-14	101
- CN(C(=O)CSc1nnc(Cc2cccs2)n1C1CC1)C1CCS(=O)(=O)C1 (centres undefined)
  4	-5	3	-2	-2.4	12	1.5	-5	-3	88
- CCC1(C2=CCCCC2)C(=O)NC(=S)N=C1N (centres undefined)
  2	-4	-4	-1	-3.3	17	-1.5	-1	2	99
- CC(=O)NCCc1ccc(S(=O)(=O)NCc2ccc3c(c2)OCO3)cc1
  3	.	2	0	-1.5	9	-0.8	-6	-2	101
- COc1ccc(/C=N/NC(=S)Nc2ccccc2)cc1COc1ccc(Br)cc1
  2	-2	7	3	-2.4	12	-0.3	-8	-8	84
- O=C(NCc1ccco1)C(c1cccs1)N(Cc1ccccc1)C(=O)Cn1nnc2ccccc21 (centres undefined)
  -2	.	-5	-1	0.0	0	0.2	4	-5	97
- Cc1cc(Cl)ccc1OCC(=O)Nc1ccc2oc(=O)ccc2c1
  1	-1	2	0	2.5	-20	0.5	6	0	120
- Cc1cc(C)c(S(=O)(=O)N(C)CC(=O)NCC2CCCO2)c(C)c1 (centres undefined)
  -3	-3	-4	19	-1.5	10	-2.4	1	-3	.
- O=C(CN(C(=O)CCC(=O)Nc1nccs1)c1cccc(F)c1)NCc1ccc(F)cc1
  -1	-4	0	5	-0.5	3	-3.3	-3	4	90
- CC1(C)Cn2c(nnc2-c2ccccc2)S1
  -1	.	8	-2	1.1	-6	1.4	-3	4	99
- N#Cc1c(NC(=O)CSc2n[nH]c(Cc3ccccc3)n2)oc(-c2ccccc2)c1-c1ccccc1
  -3	-2	1	-8	0.5	-3	-2.6	-4	-10	102
- O=C(N/N=C/c1ccc[nH]1)c1cc(-c2cccs2)nc2ccccc12
  -3	-1	2	20	2.1	-12	-1.3	0	-6	108
- Cc1ccc(CNC(=O)CCCc2c[nH]c3ccccc23)cc1
  -4	-3	-7	28	-0.6	3	-1.3	2	1	98
- Cc1nnc(NC(=O)CCS(=O)(=O)Cc2ccccc2)s1
  -1	-1	-4	6	-2.6	16	1.3	-3	8	94
- CN1CCCN(C(=O)CNC(=O)Cc2ccccc2)CC1
  3	-2	6	14	0.8	-4	0.4	-3	3	103
- O=C(Cc1cccs1)N1CCN(c2ccc(F)cc2)CC1
  -1	-3	-5	2	-0.4	2	1.7	-4	-2	101
- O=C(N/N=C1\C2CN3CCN(C2)CC1(c1ccccc1)C3)c1ccc(F)cc1
  1	.	-2	-2	0.7	-5	-0.3	0	-9	105
- O=C(COC(=O)c1cc[n+]([O-])cc1)Nc1ccc(SC(F)F)cc1
  -4	5	11	34	-1.2	6	0.2	-6	-7	100
- CCN1CCN(S(=O)(=O)c2ccc(Cl)c(C(=O)NC3CCCCC3)c2)CC1
  -1	-3	-3	-1	-1.0	7	1.6	-4	-9	102
- CCn1ccnc1CNC(=O)CC1C(=O)NCCN1Cc1ccc(OC)cc1OC (centres undefined)
  -1	9	3	-3	2.7	-14	-0.8	1	-5	92
- O=C(C1CC(=O)N(C2CCCC2)C1)N1CCN(c2ccccc2)CC1 (centres undefined)
  0	-1	0	-4	-1.2	6	-0.7	-4	-3	105
- O=C(N/N=C/c1ccc2c(c1)OCO2)c1cc(-c2ccccc2Cl)nc2ccccc12
  1	0	-4	-6	-2.1	11	-1.8	-5	-24	90
- CC1(OC(=O)CCc2ccccc2)C(=O)C=C2C=C(c3ccc(C#N)cc3)N(Cc3ccco3)C=C2C1=O (centres undefined)
  2	10	6	11	0.6	-3	-0.8	-2	-15	97
- CC(C)[C@H](NS(=O)(=O)c1ccc(Cl)cc1)C(=O)OCC(=O)c1c(N)n(C)c(=O)n(C)c1=O
  0	3	1	4	-1.9	8	2.1	-2	3	93
- Clc1ccccc1-c1nnc2n1-c1ccccc1SC2
  5	1	3	4	-2.2	11	1.9	-3	-11	106
- COCCNC(=O)NC12CC3CC(CC(C3)C1)C2
  -2	-3	1	-6	-1.5	8	0.3	-1	9	87

Assay outcomes: PubChem BioAssay, several laboratories
